Bioassay records as filed in PubChem BioAssay.
PLAP activator – activators of human placental alkaline phosphatase | activation fold at 20 µM | 1.2% of 96,000 active | purified PLAP enzyme, luminescent substrate read-out; active compounds read high | P05187 | AID 696; in the data active = activation fold above about 2
PLK1 kinase inh – blocks human PLK1 kinase activity; recombinant PLK1 kinase, TR-FRET peptide phosphorylation; AID 619; P53350; 0.53% of 97,000 active; inhibition, % at 10 µM;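 active = inhibition of 50% or more in the single-concentration screen; inactive = inhibition below 50%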;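 note: 0% = DMSO max control and 100% = H-89 dihydrochloride min control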
EphB4 antag – blocks human EphB4 binding to ephrin-B2; EphB4 LBD / TNYL-RAW-Alexa532 peptide, fluorescence polarization; inhibition, % at 7 µM; P54760; 0.15% of 97,000 active;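 active = inhibition above the screen-wide mean inhibition plus 3 SD, cut at about 15% in these data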;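 note: 0% = DMSO wells and 100% = excess unlabeled TNYL-RAW peptide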
Target sequence (P54760 whole entry, looked up, the tested form may be a part): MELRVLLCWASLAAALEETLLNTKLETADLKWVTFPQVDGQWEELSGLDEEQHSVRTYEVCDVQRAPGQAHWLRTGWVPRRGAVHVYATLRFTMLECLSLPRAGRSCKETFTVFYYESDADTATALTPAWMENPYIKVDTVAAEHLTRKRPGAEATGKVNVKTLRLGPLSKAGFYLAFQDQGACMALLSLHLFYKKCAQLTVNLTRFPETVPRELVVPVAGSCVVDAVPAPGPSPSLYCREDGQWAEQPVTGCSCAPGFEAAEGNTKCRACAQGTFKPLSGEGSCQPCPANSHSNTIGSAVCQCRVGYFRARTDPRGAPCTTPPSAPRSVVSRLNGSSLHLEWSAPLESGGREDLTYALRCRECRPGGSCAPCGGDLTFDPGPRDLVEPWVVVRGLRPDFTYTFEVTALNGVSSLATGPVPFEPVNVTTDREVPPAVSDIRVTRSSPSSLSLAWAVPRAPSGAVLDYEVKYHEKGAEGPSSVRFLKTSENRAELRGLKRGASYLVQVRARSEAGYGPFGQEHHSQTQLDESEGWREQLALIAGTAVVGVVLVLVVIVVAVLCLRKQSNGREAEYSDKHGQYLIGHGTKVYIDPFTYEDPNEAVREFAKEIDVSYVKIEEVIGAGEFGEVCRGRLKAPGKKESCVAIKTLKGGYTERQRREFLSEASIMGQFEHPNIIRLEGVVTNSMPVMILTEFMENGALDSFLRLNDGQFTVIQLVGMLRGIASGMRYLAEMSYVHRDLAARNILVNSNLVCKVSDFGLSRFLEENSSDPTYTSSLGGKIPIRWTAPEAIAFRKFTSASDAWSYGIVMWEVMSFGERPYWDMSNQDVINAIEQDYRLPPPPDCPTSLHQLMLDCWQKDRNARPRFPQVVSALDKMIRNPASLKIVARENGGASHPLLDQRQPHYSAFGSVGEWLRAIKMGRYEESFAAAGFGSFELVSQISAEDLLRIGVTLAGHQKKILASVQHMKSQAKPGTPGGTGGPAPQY
MT1-MMP txn act – activates MT1-MMP transcription; activation factor at 10 µM; HT1080 MT1-MMP promoter luciferase reporter, luminescence, overnight; active compounds read high; 0.16% of 86,000 active;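 active = activation factor of at least 2 for MT1-MMP transcription at 10 µM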
Rev-RRE block – HIV Rev-RRE protein-RNA interaction inhibition; Rev peptide-RRE RNA binding, FRET; inhibition, % at 8 µM; 0.79% of 97,000 active; AID 704;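 active = inhibition above the screen-wide mean plus 3 SD, cut at about 35% in these data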;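 note: 0% = median DMSO wells and 100% = median Neomycin B control wells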
Target sequence (P05866 whole entry, looked up): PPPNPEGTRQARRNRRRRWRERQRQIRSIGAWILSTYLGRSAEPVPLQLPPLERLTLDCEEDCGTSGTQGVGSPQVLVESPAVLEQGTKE
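Probe or stimulus: fluorescein-Rev peptide as binding partner; assay system: Cy5-tagged RRE RNA duplex with fluorescein-tagged Rev peptide; timing: 5 min compound–RNA preincubation, then 15 min with peptide, 25 °C; medium: HEPES pH 7.5 buffer with KCl, MgCl2, NaCl and EDTA; signal: fluorescein-to-Cy5 FRET, 480 nm excitation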
PLK1 PBD inh – Plk1 (human) PBD binding inhibition | Plk1 PBD phosphopeptide binding, fluorescence polarization | inhibition, %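 (tested at about 20 µM)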 | P53350 | 0.13% of 97,000 active; in the data active = inhibition above about 34%, passing the limit was not always enough
S1P2 blocker – S1P2 (human) receptor antagonism. 0.21% of 97,000 active. O95136. inhibition, % at 5 µM. cell-based S1P2 antagonist assay, inhibition at 5 uM; in the data active = inhibition above about 45%;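 note: CRE beta-lactamase reporter cells expressing human S1P2 stimulated with S1P; 0% = agonist at EC80 alone and 100% = agonist plus reference antagonist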
S1P2 agonist – agonists of human S1P2 receptor; O95136; S1P2-expressing cell line, agonist reporter read-out; activation, % at 4.5 µM; 0.46% of 97,000 active; AID 729; in the data active = activation above about 16%;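 note: 0% = vehicle low control and 100% = maximal reference agonist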
FAK inh – inhibitors of human focal adhesion kinase; Q05397; biochemical FAK kinase activity assay; inhibition, %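 (tested at 7 µM)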; 0.84% of 97,000 active; AID 727; in the data active = inhibition above about 19%;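 note: 0% = DMSO and 100% = reference compound high control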
* = called active by the depositor. An unsorted share of the library; any-hit rate near 3.9%.

Screening COc1ccc(-c2nc3ccncc3[nH]2)cc1OC returned PLAP activator 0.9, PLK1 kinase inh -4, EphB4 antag -1, MT1-MMP txn act 1.1, Rev-RRE block 4, PLK1 PBD inh -15, S1P2 blocker -21, S1P2 agonist -2 and FAK inh 3.
CN1C(=O)C2(c3ccccc31)C1CCCC=C1C(C#N)=C(N)C2(C#N)C#N (stereo unspecified) was read as PLAP activator 1.1, PLK1 kinase inh -9, EphB4 antag 4, MT1-MMP txn act 1.1, Rev-RRE block 7, PLK1 PBD inh -3, S1P2 blocker -3, S1P2 agonist -2 and FAK inh -1.
c1ccc(CSc2nnc(-c3ccncc3)o2)cc1 was read as PLAP activator 1.5, PLK1 kinase inh 2, EphB4 antag 3, MT1-MMP txn act 1.5, Rev-RRE block -1, PLK1 PBD inh 1, S1P2 blocker 5, S1P2 agonist -9 and FAK inh -5.
Screening Cc1nc2nc(-c3ccccc3)cc(=O)n2[nH]1 returned PLAP activator 1.1, PLK1 kinase inh -11, EphB4 antag -9, MT1-MMP txn act 1.2, Rev-RRE block 3, PLK1 PBD inh -1, S1P2 blocker -5, S1P2 agonist -3 and FAK inh -4.
For OC(CN1CCN(Cc2ccc3c(c2)OCO3)CC1)c1c[nH]c2ccccc12 (stereo unspecified) the results were PLAP activator 0.9, PLK1 kinase inh 0, EphB4 antag -2, MT1-MMP txn act 1.2, Rev-RRE block 2, PLK1 PBD inh -24, S1P2 blocker 21, S1P2 agonist -8 and FAK inh 1.
For Cc1ccc(OCCNC(=O)c2cc(-n3cnnc3)ccc2Cl)cc1C the results were PLAP activator 1.2, PLK1 kinase inh -5, EphB4 antag -7, Rev-RRE block 5, PLK1 PBD inh -15, S1P2 blocker -16, S1P2 agonist -8 and FAK inh -3.
For Cc1ccc2nc(-c3ccc(NC(=S)NCCC(C)C)cc3)sc2c1 the results were PLK1 kinase inh -17, EphB4 antag -10, Rev-RRE block 2, PLK1 PBD inh -27, S1P2 blocker 6, S1P2 agonist -4 and FAK inh -21.
`O=C1CC(N2CCOCC2)C(=O)N1CCN1C(=O)CC(N2CCOCC2)C1=O` (stereo unspecified) gave PLAP activator 0.9, PLK1 kinase inh -6, EphB4 antag -4, MT1-MMP txn act 1.1, Rev-RRE block 6, PLK1 PBD inh 3, S1P2 blocker 10, S1P2 agonist 1 and FAK inh 3.
`CCC(C)[C@H](NC(=O)NCc1ccccc1Cl)C(=O)OC` (stereo partly specified) gave PLAP activator 0.8, PLK1 kinase inh -5, EphB4 antag 2, MT1-MMP txn act 1.2, Rev-RRE block 2, PLK1 PBD inh -1, S1P2 blocker 11, S1P2 agonist -1 and FAK inh 3.
For CCCCOC(=O)NC(NCC(O)c1ccccc1)(C(F)(F)F)C(F)(F)F (stereo unspecified) the results were PLAP activator 1, PLK1 kinase inh 2, EphB4 antag -3, MT1-MMP txn act 1.1, Rev-RRE block 0, PLK1 PBD inh 18, S1P2 blocker 5, S1P2 agonist 0 and FAK inh 4.

Of the compounds above, these contain four or more nitrogen atoms:
CN1C(=O)C2(c3ccccc31)C1CCCC=C1C(C#N)=C(N)C2(C#N)C#N (stereo unspecified) was read as PLAP activator 1.1, PLK1 kinase inh -9, EphB4 antag 4, MT1-MMP txn act 1.1, Rev-RRE block 7, PLK1 PBD inh -3, S1P2 blocker -3, S1P2 agonist -2 and FAK inh -1.
Screening Cc1nc2nc(-c3ccccc3)cc(=O)n2[nH]1 returned PLAP activator 1.1, PLK1 kinase inh -11, EphB4 antag -9, MT1-MMP txn act 1.2, Rev-RRE block 3, PLK1 PBD inh -1, S1P2 blocker -5, S1P2 agonist -3 and FAK inh -4.
For Cc1ccc(OCCNC(=O)c2cc(-n3cnnc3)ccc2Cl)cc1C the results were PLAP activator 1.2, PLK1 kinase inh -5, EphB4 antag -7, Rev-RRE block 5, PLK1 PBD inh -15, S1P2 blocker -16, S1P2 agonist -8 and FAK inh -3.
`O=C1CC(N2CCOCC2)C(=O)N1CCN1C(=O)CC(N2CCOCC2)C1=O` (stereo unspecified) gave PLAP activator 0.9, PLK1 kinase inh -6, EphB4 antag -4, MT1-MMP txn act 1.1, Rev-RRE block 6, PLK1 PBD inh 3, S1P2 blocker 10, S1P2 agonist 1 and FAK inh 3.

Following part.
For CCN(CC)c1ccc(CNC23CN4CN(CN(C4)C2)C3)cc1 the results were PLAP activator 0.9, PLK1 kinase inh -2, EphB4 antag 1, MT1-MMP txn act 1.1, Rev-RRE block 4, PLK1 PBD inh 21, S1P2 blocker 10, S1P2 agonist 2 and FAK inh 0.
`Cc1ccc(C)n1NC(=O)c1ccc(Cl)cc1Cl` gave PLAP activator 1.3, PLK1 kinase inh -7, EphB4 antag 2, MT1-MMP txn act 1.2, Rev-RRE block 4, PLK1 PBD inh -15, S1P2 blocker -9, S1P2 agonist -2 and FAK inh 0.
Screening O=C(CN1CCN(S(=O)(=O)c2ccccc2)CC1)NC(=O)NC1CCCCC1 returned PLAP activator 1.7, PLK1 kinase inh -10, EphB4 antag 1, Rev-RRE block 3, PLK1 PBD inh 15, S1P2 blocker -9, S1P2 agonist -2 and FAK inh 1.
For COc1cc([C@H]2[C@@H]3CCCC[C@]3(O)CCN2Cc2ccccc2F)ccc1O the results were PLAP activator 1.5, PLK1 kinase inh -9, EphB4 antag -5, MT1-MMP txn act 1.2, Rev-RRE block 1, PLK1 PBD inh -6, S1P2 blocker 10, S1P2 agonist -6 and FAK inh -1.
Screening Cc1ccc(C(=O)NC2CCN(C(=O)NC3CCCCC3)CC2)cc1 returned PLK1 kinase inh -13, EphB4 antag -10, MT1-MMP txn act 1.3, Rev-RRE block -1, PLK1 PBD inh -20, S1P2 blocker -15, S1P2 agonist -8 and FAK inh 3.
For CCOc1cc(NC(=O)c2cccs2)c(OCC)cc1NC(=O)c1ccco1 the results were PLAP activator 0.9, PLK1 kinase inh -8, EphB4 antag -2, MT1-MMP txn act 1.1, Rev-RRE block 3, PLK1 PBD inh 15, S1P2 blocker -18, S1P2 agonist 4 and FAK inh 1.
Screening O=[N+]([O-])c1ccc(Cl)c(/C=N/Nc2nc(N3CCOCC3)nc(N3CCOCC3)n2)c1 returned PLAP activator 1.2, PLK1 kinase inh -15, EphB4 antag 6, Rev-RRE block 2, PLK1 PBD inh -16, S1P2 blocker 8, S1P2 agonist -7 and FAK inh 1.
COc1ccc(CC(=O)OCn2nnc3ccccc3c2=O)cc1 was read as PLK1 kinase inh 3, EphB4 antag -5, MT1-MMP txn act 1.4, Rev-RRE block 3, PLK1 PBD inh -3, S1P2 blocker 5, S1P2 agonist -7 and FAK inh 1.
Screening COc1cccc(C(=O)Oc2cccc(N3C(=O)C4C5CC(C(Br)C5Br)C4C3=O)c2)c1 (stereo unspecified) returned PLAP activator 1.1, PLK1 kinase inh -10, EphB4 antag 2, Rev-RRE block 5, PLK1 PBD inh 11, S1P2 blocker 4, S1P2 agonist -3 and FAK inh 1.
`O=C(NCc1ccco1)c1cc(-c2ccccc2)on1` gave PLAP activator 1, PLK1 kinase inh -11, EphB4 antag 3, MT1-MMP txn act 1.2, Rev-RRE block 3, PLK1 PBD inh 3, S1P2 blocker -13, S1P2 agonist -4 and FAK inh 2.
Cc1cc(S(=O)(=O)N2CCC(NC(=O)C34CC5CC(CC(C5)C3)C4)CC2)ccc1-n1cnnn1 was read as PLAP activator 1.1, PLK1 kinase inh -7, EphB4 antag 1, MT1-MMP txn act 1.3, Rev-RRE block -1, PLK1 PBD inh -4, S1P2 blocker 24, S1P2 agonist -3 and FAK inh 1.
Screening CO/N=C/NC(=O)C1=NOC(CNc2ncc(C(F)(F)F)cc2Cl)C1 (stereo unspecified) returned PLAP activator 1.1, PLK1 kinase inh 0, EphB4 antag -2, Rev-RRE block 16, PLK1 PBD inh 7, S1P2 blocker -8, S1P2 agonist 2 and FAK inh 0.
`O=c1ccc(Oc2nc(N3CCOCC3)nc(N3CCOCC3)n2)n[nH]1` gave PLAP activator 0.8, PLK1 kinase inh -2, EphB4 antag -6, MT1-MMP txn act 1.1, Rev-RRE block 3, PLK1 PBD inh 0, S1P2 blocker 9, S1P2 agonist -6 and FAK inh -2.
`Cc1c(/C=C/C(=O)c2ccccc2)cnn1C` gave PLAP activator 1.1, PLK1 kinase inh -10, EphB4 antag -3, Rev-RRE block -3, PLK1 PBD inh 17, S1P2 blocker -2, S1P2 agonist -10 and FAK inh -4.
CC1CCN(S(=O)(=O)c2ccc(NC(=O)CN3CCN(c4ccccc4)CC3)cc2)CC1 was read as PLAP activator 1.1, PLK1 kinase inh -10, EphB4 antag 0, MT1-MMP txn act 1.1, Rev-RRE block 2, PLK1 PBD inh -5, S1P2 blocker 20, S1P2 agonist -6 and FAK inh -3.
For Cc1nc(SCC(O)CO)c([N+](=O)[O-])[nH]1 (stereo unspecified) the results were PLAP activator 0.9, PLK1 kinase inh -14, EphB4 antag 2, MT1-MMP txn act 1.1, Rev-RRE block 7, PLK1 PBD inh 13, S1P2 blocker 6, S1P2 agonist -5 and FAK inh 1.
Cc1ccc2nc(SCC(=O)Nc3nnc(SCC(N)=O)s3)[nH]c2c1 was read as PLAP activator 1.1, PLK1 kinase inh -9, EphB4 antag 7, Rev-RRE block 2, PLK1 PBD inh 1, S1P2 blocker 17, S1P2 agonist -7 and FAK inh 1.
Screening Cc1ccc(C)c(C2=CSC3=NCCN23)c1 returned PLAP activator 1, PLK1 kinase inh -2, EphB4 antag -2, MT1-MMP txn act 1.1, Rev-RRE block 6, PLK1 PBD inh -2, S1P2 blocker 11, S1P2 agonist -9 and FAK inh -2.
Screening Cc1ccc2nc(NC(=O)CNS(=O)(=O)c3ccc(Br)s3)sc2c1 returned PLAP activator 1.2, PLK1 kinase inh -4, EphB4 antag -6, MT1-MMP txn act 1.3, Rev-RRE block 1, PLK1 PBD inh 18, S1P2 blocker -11, S1P2 agonist -3 and FAK inh 2.
For Clc1ccc(-c2ccc(/C=N/Nc3cc(N4CCOCC4)nc(N4CCOCC4)n3)o2)cc1 the results were PLK1 kinase inh -14, EphB4 antag 2, MT1-MMP txn act 1.2, Rev-RRE block -10, PLK1 PBD inh 0, S1P2 blocker -69, S1P2 agonist 54* and FAK inh 1.
For CCOC(=O)C1=C(Nc2cccc(Cl)c2)OCC1=O the results were PLAP activator 1, PLK1 kinase inh -7, EphB4 antag -1, MT1-MMP txn act 0.9, Rev-RRE block 4, PLK1 PBD inh -3, S1P2 blocker -25, S1P2 agonist 0 and FAK inh 4.
`O=C1C2CCCCN2C(=O)N1CCCCN1CCN(c2ccc([N+](=O)[O-])cc2)CC1` (stereo unspecified) gave PLAP activator 0.9, PLK1 kinase inh -7, EphB4 antag 3, Rev-RRE block -1, PLK1 PBD inh -28, S1P2 blocker -5, S1P2 agonist -1 and FAK inh -2.
For CCCCC(c1nnnn1CCOC)N1CCN(Cc2ccccc2)CC1 (stereo unspecified) the results were PLK1 kinase inh -6, EphB4 antag 3, MT1-MMP txn act 1.1, Rev-RRE block -2, PLK1 PBD inh -21, S1P2 blocker -4, S1P2 agonist -5 and FAK inh 2.
`CCOC(=O)c1ccc(-n2[nH]c(-c3ccccc3)cc2=O)cc1` gave PLAP activator 1.2, PLK1 kinase inh -11, EphB4 antag 5, MT1-MMP txn act 1.1, Rev-RRE block -3, PLK1 PBD inh 4, S1P2 blocker -7, S1P2 agonist -4 and FAK inh -4.
For O=C(O)c1c[nH]c2cc(C(F)(F)F)ccc2c1=O the results were PLAP activator 0.9, PLK1 kinase inh -9, EphB4 antag -4, MT1-MMP txn act 1.5, Rev-RRE block 2, PLK1 PBD inh -1, S1P2 blocker -11, S1P2 agonist -4 and FAK inh -9.
Screening CCOc1ccccc1N1CCN(C(=O)C2c3ccccc3Oc3ccccc32)CC1 returned PLAP activator 1.3, PLK1 kinase inh -8, EphB4 antag 6, MT1-MMP txn act 1.6, Rev-RRE block 8, PLK1 PBD inh -11, S1P2 blocker 14, S1P2 agonist -3 and FAK inh 6.
